USP1 inh: blocks the human USP1/UAF1 deubiquitinase complex. hit rate 0.23% among 390,000. Potency, µM (highest dose often 57.1 µM), for inactives: at the highest dose activity change, negative = inhibition, actives largely listed as inhibitors. recombinant USP1/UAF1, Ub-Rhodamine cleavage fluorescence; note: potency is the fitted concentration of half-maximal effect; % is set by controls: 0 for no effect and ±100 for the full control effect; nearly all actives have a fitted effect of over 60% in size; inactives centre near -12
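USP1/UAF1 complex at 1 nM was preincubated with compound for 15 min at room temperature, then Ub-Rho substrate (150nM final) was added. Fluorescence (480/540 nm) was read kinetically, 6 reads every 60 seconds.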
TrxR1 substrate: rat thioredoxin reductase 1 substrate activity; O89049; purified TrxR1 substrate turnover, NADPH consumption readout; Potency, µM (highest dose often 114 µM), inactives show at the top dose activity change, negative = substrate turnover; hit rate 0.01% among 390,000; note: potency is the fitted concentration of half-maximal effect; % is set by controls: 0 for no effect and ±100 for the full control effect; nearly all actives have a fitted effect of over 50% in size
Target sequence (O89049 whole entry, looked up): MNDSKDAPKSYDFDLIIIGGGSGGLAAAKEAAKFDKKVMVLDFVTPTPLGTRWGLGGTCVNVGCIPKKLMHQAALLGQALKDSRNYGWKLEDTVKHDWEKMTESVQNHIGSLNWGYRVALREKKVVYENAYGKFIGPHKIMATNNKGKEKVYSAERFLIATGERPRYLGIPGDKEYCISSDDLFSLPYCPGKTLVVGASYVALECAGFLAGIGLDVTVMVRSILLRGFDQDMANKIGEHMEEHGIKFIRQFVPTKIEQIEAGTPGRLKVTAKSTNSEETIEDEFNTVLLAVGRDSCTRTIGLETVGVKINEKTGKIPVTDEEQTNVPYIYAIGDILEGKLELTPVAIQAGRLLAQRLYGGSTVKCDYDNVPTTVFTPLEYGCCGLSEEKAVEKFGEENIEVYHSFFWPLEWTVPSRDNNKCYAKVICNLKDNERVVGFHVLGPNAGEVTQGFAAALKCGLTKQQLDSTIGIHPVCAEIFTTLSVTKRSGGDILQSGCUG
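Rat TrxR1, dispensed at 90 nM, was prereduced with 400 uM NADPH (final) for 5 min at ~22 deg C, then incubated with compound 15 min before 400 uM selenite. A first-read NADPH fluorescence drop versus no-compound background flagged substrates.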
TrxR1 inh: rat TrxR1 inhibition; O89049; Potency, µM (highest dose often 114 µM), without a hit: at the highest dose activity change, negative = inhibition, hits mostly inhibitors; hit rate 1% among 390,000; recombinant rTrxR1, NADPH fluorescence consumption, selenite substrate; note: potency is the fitted concentration of half-maximal effect; % is set by controls: 0 for no effect and ±100 for the full control effect; nearly all actives have a fitted effect of over 65% in size
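Rat TrxR1 (90 nM in the dispensed reagent) was pre-reduced with 400 uM NADPH for 5 min at room temperature, then incubated with compound for 15 min. After 400 uM selenite was added, NADPH fluorescence (Ex 340/Em 450 nm) was followed for 8 min.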
TRHR ag: agonists of human TRH receptor; hit rate 0.18% among 360,000; TRHR cells, calcium flux fluo-8, FDSS agonist mode; activation, % at 2 µM; AID 493084; in the data active = activation above about 30%; note: 0% is about no effect
Target sequence (P34981 whole entry, looked up): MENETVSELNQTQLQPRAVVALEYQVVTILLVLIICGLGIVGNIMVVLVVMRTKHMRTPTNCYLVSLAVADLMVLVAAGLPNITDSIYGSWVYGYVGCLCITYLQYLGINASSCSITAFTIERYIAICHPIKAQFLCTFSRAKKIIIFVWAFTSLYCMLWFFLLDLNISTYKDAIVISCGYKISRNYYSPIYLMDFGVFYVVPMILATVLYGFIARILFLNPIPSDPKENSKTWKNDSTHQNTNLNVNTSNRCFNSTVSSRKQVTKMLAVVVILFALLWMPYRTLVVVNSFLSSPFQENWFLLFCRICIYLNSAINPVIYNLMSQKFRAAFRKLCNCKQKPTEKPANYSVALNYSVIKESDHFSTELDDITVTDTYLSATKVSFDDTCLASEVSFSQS
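TRHR-expressing cells, plated overnight in medium with 10% serum, were loaded with fluo-8 calcium dye at room temperature. After a 10 s baseline, library compound was pin-added and calcium release was recorded kinetically (ex 480/em 530) as agonist response.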
D2 antagonist: D2 dopamine receptor (human) antagonism | AID 485344 | P14416 | inhibition, % at 10 µM | HEK293 TREx D2 cells, calcium flux, dopamine EC80 | hit rate 2% among 340,000; in the data active = inhibition above about 30%; note: 0% is about no effect
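HEK293 T-REx D2 cells, tet-induced, calcium dye no-wash. Cpd pintool add, 180 s kinetic, then EC80 DA, 180 s kinetic. Ca flux read.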
TRHR enhancer: allosterically enhances the human TRH receptor; hit rate 0.66% among 360,000; TRHR cells, fluo-8 calcium fluorescence, EC20 TRH enhancement; AID 493056; enhancement, % at 2 µM; P34981; in the data active = enhancement above about 30%; note: 0% is about no effect
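Enhancer read-out: after compound pinning and an initial kinetic agonist-mode read, an EC20 of TRH (10 nM final) was injected and fluo-8 calcium signal (Ex 480/Em 530) followed at 1 s/cycle for 100 cycles in TRHR-expressing cells.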
D2 ag: agonists of human D2 dopamine receptor | HEK293 T-REx D2 cells, calcium flux agonist mode | activation, % at 2 µM | hit rate 0.53% among 340,000 | P14416;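 active = activation over 3 SD above normal in the single-dose calcium agonist read, cut at about 30% in these data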; note: 0% is about no effect
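Tetracycline-induced HEK293 T-REx cells with force-coupled D2 receptor, plated overnight at 30 C, loaded with no-wash calcium dye. After a 10 s baseline, compound was pin-added and calcium flux read kinetically for 180 s; calcium rises flagged agonists.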
PI4K2A block: inhibitors of human PI4K2A; Q9BTU6; purified PI4K2A, ADP-Glo luminescence, 1 h; active compounds read low; activity change, negative = inhibition, % at 76.9 µM; hit rate 0.13% among 420,000; AID 1346378; in the data active = activity change below about -50%; inconclusive = mostly about -30% to -49%;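 note: -100% = wells without enzyme as full effect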
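Compounds are screened against recombinant PI4K2A using PI as substrate and ATP, the latter dispensed at 300 microM. Reactions run one hour at ambient temperature before ADP-Glo detection; full inhibition defined by wells lacking enzyme.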
mIDH1 inhibitor: human IDH1 R132H inhibition. O75874. IDH1-R132H enzyme, NADPH consumption, diaphorase/resazurin fluorescence. Potency, µM (doses to about 76.6 µM), for the others: at the highest dose activity change, negative = inhibition, most hits filed as inhibitors. hit rate 0.093% among 390,000. AID 602179; note: potency is the fitted concentration of half-maximal effect; % is set by controls: 0 for no effect and ±100 for the full control effect; nearly all actives have a fitted effect of over 65% in size
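IDH1-R132H (0.5 ug/mL) preincubated 30 min with compound, then NADPH (0.016 mM) and alpha-KG (2 mM) added; 80 min at RT, pH 7.5. Remaining NADPH coupled via diaphorase/resazurin to fluorescence (540/590 nm); concentration-response curves normalized to no-enzyme control.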
Active calls of the source: *; ? = inconclusive; / = not tested or not shown; & = joins results of further samples; [ ] = remark or other dose. Unless noted, calls come from the whole dose curve; as a rule, active = well fitted inhibition curve with a large enough effect; inconclusive = small, poorly fitted or top-dose-only effect; inactive = no such curve, though single readings can be large or run the other way.

Preview, two compounds:
(1) COc1cc(S(=O)(=O)NCc2ccc3c(c2)OCO3)ccc1F
(2) COc1ccc(OCC(O)CNCCOc2ccccc2OC)c(C(C)(C)C)c1 (configuration not stated)
Screen / compound no.,1,2
USP1 inh,-19%,-22%
TrxR1 substrate,0%,-4%
TrxR1 inh,16%,-8%
TRHR ag,-0.4,3.2
D2 antagonist,-20,71*
TRHR enhancer,-7,3
D2 ag,0.7,45*
PI4K2A block,-2,0
mIDH1 inhibitor,9%,-1%

The listing, from the start:
(1) COc1cc(S(=O)(=O)NCc2ccc3c(c2)OCO3)ccc1F
(2) COc1ccc(OCC(O)CNCCOc2ccccc2OC)c(C(C)(C)C)c1 (configuration not stated)
(3) Cc1cccc(NC(=O)CN2C(=O)NC3(CCCCCCC3)C2=O)c1C
(4) C=CCOC(=O)CCC(=O)Nc1cccc2ccccc12
(5) COc1cccc(-c2nn(-c3ccc(F)cc3)cc2C(=O)NCC2CCCO2)c1 (configuration not stated)
(6) COC(=O)c1ccccc1S(=O)(=O)N1CCCC(c2nc3c(nnn3Cc3ccc(C)cc3)c(=O)[nH]2)C1 (configuration not stated)
Screen / compound no.,1,2,3,4,5,6
USP1 inh,-19%,-22%,-3%,-9%,-14%,-9%
TrxR1 substrate,0%,-4%,4%[57.1 µM],-5%,-5%,3%[57.1 µM]
TrxR1 inh,16%,-8%,10%[57.1 µM],10%[57.1 µM],-3%,22%[57.1 µM]
TRHR ag,-0.4,3.2,/,-0.1,-1.1,-0.6
D2 antagonist,-20,71*,/,/,-6,-12
TRHR enhancer,-7,3,/,8,-1,-4
D2 ag,0.7,45*,/,/,0.3,-0.4
PI4K2A block,-2,0,-1,1,-1,5
mIDH1 inhibitor,9%,-1%,2%,4%,6%,-8%

Screen by screen, as entered above.
Entries 1–6 in TRHR ag, in turn: -0.4, 3.2, /, -0.1, -1.1, -0.6
Entries 1–6 in USP1 inh, in turn: -19%, -22%, -3%, -9%, -14%, -9%

Shown bar-delimited: two of the compounds above.
cpd | mol | USP1 inh | TrxR1 substrate | TrxR1 inh | TRHR ag | D2 antagonist | TRHR enhancer | D2 ag | PI4K2A block | mIDH1 inhibitor
4 | C=CCOC(=O)CCC(=O)Nc1cccc2ccccc12 | -9% | -5% | 10%[57.1 µM] | -0.1 | / | 8 | / | 1 | 4%
5 | COc1cccc(-c2nn(-c3ccc(F)cc3)cc2C(=O)NCC2CCCO2)c1 (configuration not stated) | -14% | -5% | -3% | -1.1 | -6 | -1 | 0.3 | -1 | 6%

Following part
(7) O=C(CCNS(=O)(=O)c1cccc2nsnc12)NCc1ccccc1Cl
(8) CC(C)CNC(=O)C1C2C=CC(C2)C1C(=O)O (configuration not stated)
(9) O=C(O)/C(=C/c1cccnc1)NC(=O)c1ccccc1
(10) CCOc1cc2[nH]c(=O)n(CCCN3CCCC3=O)c(=O)c2cc1OCC
(11) Cc1ccc(C)n1CCN1CCN(C(=O)CC#N)CC1
(12) Cc1[nH]c2ccccc2c1C(=O)C(=O)Nc1ccc2c(c1)OCO2
Screen / compound no.,7,8,9,10,11,12
USP1 inh,-18%,-11%,-5%,-11%,-13%,-6%
TrxR1 substrate,-1%,-2%,-7%,44%[activator],8%[57.1 µM],-6%
TrxR1 inh,11%,2%,-11%,15%,27%[57.1 µM],4%
TRHR ag,-0.2,-0.8,-0.7,0.1,0.7,-0.1
D2 antagonist,2,12,17,3,-4,0
TRHR enhancer,-6,-11,-6,3,3,-1
D2 ag,-0.3,0.3,1.1,-0.1,1.1,0.4
PI4K2A block,2,1,0,3,-5,2
mIDH1 inhibitor,-1%,1%,7%,3%,1%,2%

(13) COC(=O)c1ccc(C)c(NC(=O)COC(=O)C2CC3CCCC(C2)C3=O)c1 (configuration not stated)
(14) CCOC(=O)CC(NC(=O)c1ccccc1)c1ccc(OC)cc1 (configuration not stated)
(15) CCc1ccccc1S(=O)(=O)Cc1ccc(C(=O)NCc2ccc(Cl)cc2)o1
(16) Cc1cc(C)c(Nc2nc3ccccc3n3c(C)nnc23)c(C)c1
(17) Cc1cccnc1NC(=O)Nc1cccs1
(18) COc1ccc(S(=O)(=O)N2CCSCC2)cc1C(N)=O
Screen / compound no.,13,14,15,16,17,18
USP1 inh,-13%,0%,-18%,-12%,-15%,-12%
TrxR1 substrate,-1%,5%[57.1 µM],-5%,-4%,4%,5%
TrxR1 inh,11%,5%[57.1 µM],-17%,15%,14%,11%
TRHR ag,-0.5,0.5,0.1,0.6,0.0,0.6
D2 antagonist,6,-3,/,/,/,7
TRHR enhancer,-15,6,-6,22,2,-1
D2 ag,0.9,-0.5,-0.9,-0.4,/,0.1
PI4K2A block,1,1,2,-1,-4,5
mIDH1 inhibitor,2%,29%,-20%,2%,7%,19%

(19) O=S1(=O)CC(O)C(N2CCCCC2)C1 (configuration not stated)
(20) CCOc1cc(C(=O)N(CC)CC(=O)Nc2c(F)cccc2F)ccc1OCC(=O)N1CCOCC1
(21) CCC(Sc1nc2ccccc2[nH]1)C(=O)Nc1ccc(NC(C)=O)cc1 (configuration not stated)
(22) CC1CCN(c2ccc(C(F)(F)F)cc2N)CC1
(23) O=C(O)C[C@H]1c2cc(F)ccc2S(=O)(=O)N1C1CCCCC1
(24) O=C(CSc1nc2ccccc2c(=O)n1-c1ccccc1)c1cccc([N+](=O)[O-])c1
Screen / compound no.,19,20,21,22,23,24
USP1 inh,-10%,-14%,-21%,-37%,-23%,-4%
TrxR1 substrate,-6%,-10%,3%[57.1 µM],4%[57.1 µM],6%&2%,-7%
TrxR1 inh,7%[57.1 µM],-2%,10%[57.1 µM],6%[57.1 µM],24%&3%,5%
TRHR ag,0.2,1.1,0.0,0.1,/,/
D2 antagonist,1,/,8,8,/,/
TRHR enhancer,3,0,5,-1,/,/
D2 ag,0.7,/,0.9,-0.4,/,/
PI4K2A block,-9,-4,-5,1,-1,-9
mIDH1 inhibitor,0%,7%,12%,3%,2%,24%

(25) C=CCC1(C#N)C(=S)NC2=C(C(=O)CC(C)(C)C2)C1c1ccc(Br)cc1 (configuration not stated)
(26) CC(=O)N1C(=O)c2cccc3cccc(c23)C(=O)N1C(C)=O
(27) O=[N+]([O-])c1cccc(Cl)c1NCCNc1ncc(C(F)(F)F)cc1Cl
(28) CCNc1nc(NCC)n2c(SC(C(=O)Nc3cc(C)ccc3C)c3ccccc3)nnc2n1 (configuration not stated)
(29) COc1ccc(S(=O)(=O)N2CCN(c3ccccn3)CC2)cc1OC
(30) c1ccc(Cc2ccc(OCCN3CCOCC3)cc2)cc1
Screen / compound no.,25,26,27,28,29,30
USP1 inh,-12%,-28%,-19%,-5%,-2%,-21%
TrxR1 substrate,-9%,51%,8%[57.1 µM],5%[57.1 µM],7%,5%[57.1 µM]
TrxR1 inh,-13%,-8%[57.1 µM],11%[57.1 µM],5%,1%,5%[57.1 µM]
TRHR ag,-0.7,-0.1,0.2,-0.3,-0.6,-0.7
D2 antagonist,-11,-4,20,/,24,11
TRHR enhancer,-3,2,-10,3,-2,4
D2 ag,0.7,0.6,-0.2,/,0.1,0.4
PI4K2A block,0,-1,4,2,-2,-3
mIDH1 inhibitor,6%,1%,2%,-2%,-3%,1%

(31) CCn1cc(C(=O)NCCc2ccccc2)c(=O)c2cc(S(=O)(=O)N3CCCCCC3)ccc21
(32) COc1ccc(CCNCc2ccc(OCc3ccc(Cl)nc3)c(OC)c2)cc1OC
(33) COCCN1C(=O)c2oc3ccccc3c(=O)c2C1c1ccc(O)c(OC)c1 (configuration not stated)
(34) Cc1ccc(OCCCC(=O)Nc2sc3c(c2C(N)=O)CCC(C)C3)cc1 (configuration not stated)
(35) Cc1ccc(N(C(=O)c2ccc3c(c2)OCO3)C2C=CS(=O)(=O)C2)cc1C (configuration not stated)
(36) CCOCCCN1CN(S(=O)(=O)c2ccc(Cl)cc2)c2nc3ccccc3nc21
Screen / compound no.,31,32,33,34,35,36
USP1 inh,-19%,-14%,0%,-24%,-4%,-11%
TrxR1 substrate,-7%,-4%,3%[57.1 µM],14%,-6%,22%
TrxR1 inh,18%,-3%,5%[57.1 µM],-5%,-10%,?
TRHR ag,0.1,3.6,0.2,-1.5,1.1,-0.6
D2 antagonist,/,6,10,/,5,-2
TRHR enhancer,-8,0,-2,7,9,-3
D2 ag,-0.9,1.6,0.3,-0.2,-0.2,-1.9
PI4K2A block,-3,2,-5,-2,0,-11
mIDH1 inhibitor,0%,-1%,6%,15%,2%,5%

(37) Cc1ccc(-c2nc3c(c(SCC(=O)Nc4cccc(C(=O)O)c4)n2)Cc2cccc(C)c2O3)cc1
(38) O=c1[nH]ccc2c([N+](=O)[O-])cccc12
(39) O=S1(=O)N=C2CCCCCN2C(c2ccncc2)N1 (configuration not stated)
(40) Cc1cccc(NC(=S)Nc2ccccn2)c1C
(41) Cc1ccc(-n2c(C)nnc2SCC(=O)Nc2ccccc2)cc1
(42) O=C(COc1ccccc1)NCC(=O)N1CCCC(C(F)(F)F)C1 (configuration not stated)
(43) COc1ccc(-c2noc(C3CCCN(C(=O)c4cccc(F)c4)C3)n2)cc1 (configuration not stated)
(44) CC1=C(C(=O)OC2CCCC2)C(c2ccc(Cl)cc2)CC(=O)N1 (configuration not stated)
Screen / compound no.,37,38,39,40,41,42,43,44
USP1 inh,/,-16%,-1%,-18%,-14%,-12%,-10%,?
TrxR1 substrate,-1%&-1%&9%,-5%,-5%,3%,-6%,-1%,-7%,-2%
TrxR1 inh,4%&13%&9%,9%,-9%,-9%,-5%,1%,-5%,9%
TRHR ag,0.5,-0.2,0.3,0.0,-0.2,/,-0.9,-0.8
D2 antagonist,/,6,-4,1,26,/,21,/
TRHR enhancer,-3,5,9,-4,-2,/,-3,9
D2 ag,0.4,0.2,0.4,-0.5,0.2,/,0.0,0.0
PI4K2A block,/,0,-9,-1,-8,1,3,1
mIDH1 inhibitor,/,2%,-2%,7%,6%,7%,-7%,-27%
